Mot1-301 SUMO – SUMOylation pathway inhibition by Mot1-301 growth rescue; S. cerevisiae Mot1-301 growth rescue, ATP luminescence, 38.5C; percent above DMSO median, 100 means doubled; growth rescue, % at 18.8 µM; 1% of 320,000 active; AID 2716;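 active = every valid replicate shows activation above 250% relative to neutral control wells; inactive = the rest, any valid replicate at or below 250%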;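 note: OY570 slx delta 5 strain wells were the positive control but not used for scaling; some compounds called inactive have numbers as strong as hits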
PKA-R1A act – activators of PKA-R1A complex. activation, % at 11.4 µM. PKA-R1A dissociation, Cy5-IP20 fluorescence polarization; scaled: DMSO 0%, 113 µM cGMP 100%. 0.083% of 340,000 active;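 active = percent activation above the mean of all tested compounds plus 3 SD, cut at about 19% in these data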;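 note: higher means more PKAc released from R1A so a rise in polarization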
CDK5 p35 inh – CDK5/p35 (human) kinase inhibition. Q00535+Q15078. Recombinant CDK5/p35, ADP-Glo luminescence, 60 min. inhibition, % at 10 µM. 0.01% of 330,000 active;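 active = highest replicate inhibition of at least 50% and at least 75% of replicates reaching 50%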;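 note: plate controls were DMSO neutral control for no effect and GW8510 at 10 µM for full effect; many of its hits are not listed in these tables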
MITF TRPM1 HTS – MITF TRPM1 promoter activation in melanoma cells; SK-MEL-5 TRPM1-promoter luciferase, 24 h; % of positive control, neutral wells = 0; activation, % at 12.5 µM; 0.75% of 300,000 active; AID 588334;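 active = mean activation of at least 80% with every replicate also reaching 80%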;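 note: 0% = neutral control wells and 100% = parthenolide positive control wells; values of inactives mirror those of a sister screen read the other way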
DSG3 Ab inh – inhibitors of pemphigus antibody binding to human desmoglein-3. binding (percent of control), % at 10 µM. DSG3-coupled beads, scFv-anti-DSG3-GFP binding, flow cytometry; hits give low values. 0.48% of 310,000 active. P32926. AID 588358;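 active = binding more than 3 SD below its plate's average and above zero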;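 note: hits lower antibody fragment binding to DSG3; some compounds called inactive have numbers as strong as hits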
PKA-R2B act – activates the human PKA-R2B holoenzyme complex. activation, % at 11.4 µM. 0.079% of 340,000 active. P22694+P31323. AID 504700. PKA-R2B holoenzyme dissociation, Cy5-IP20 fluorescence polarization; R2B truncated from residue 108, S112A mutant; 0% DMSO only, 100% 113 µM cGMP;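 active = activation above a cutoff set at the mean over all compounds plus 3 SD, cut at about 18% in these data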;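 note: higher means more holoenzyme dissociation and a rise in polarization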
Target sequence (P31323 whole entry, looked up, other chains not shown, the tested form may be a part): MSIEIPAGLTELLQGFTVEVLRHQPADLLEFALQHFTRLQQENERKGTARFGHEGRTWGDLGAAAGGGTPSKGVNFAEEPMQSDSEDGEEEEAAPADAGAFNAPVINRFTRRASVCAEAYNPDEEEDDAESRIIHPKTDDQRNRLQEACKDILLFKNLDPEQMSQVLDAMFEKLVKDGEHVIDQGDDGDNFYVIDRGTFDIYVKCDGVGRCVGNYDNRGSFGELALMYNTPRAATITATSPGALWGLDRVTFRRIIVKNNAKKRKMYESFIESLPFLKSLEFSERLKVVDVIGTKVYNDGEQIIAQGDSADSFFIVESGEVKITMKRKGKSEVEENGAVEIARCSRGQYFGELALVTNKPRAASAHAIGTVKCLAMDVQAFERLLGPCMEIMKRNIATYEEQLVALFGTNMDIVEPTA
Arr AP2 block – human beta-arrestin and AP2 interaction inhibition; FITC-arrestin peptide / GST-AP2 beads, flow cytometry; AP2 beta2 appendage carries R879A mutation; inhibition, % at 10 µM; 0.31% of 340,000 active; AID 504490;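 active = inhibition above a set limit, near 3 SD of compounds lacking own fluorescence, cut at about 54% in these data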;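 note: plate controls were DMSO wells for no effect and 5 µM unlabelled arrestin peptide for full effect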
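System: GST-tagged AP2 beta2-adaptin appendage (R879A) on 4 µm glutathione beads / Reagent: FITC-arrestin peptide, 50 nM / Detection: HyperCyt-sampled flow cytometry, FL1 channel, ex 488/em 535 nm / Timing: 12 min plus 1 h, RT / Buffer or medium: PBS plus Tween 20 (0.05%) and BSA (0.1%)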
SR-BI DiI inh – inhibitors of mouse SR-BI mediated HDL lipid uptake; inhibition, % at 12.5 µM; 0.96% of 320,000 active; ldlA[mSR-BI] CHO cells, DiI-HDL uptake fluorescence, 3 h; AID 488896;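 active = mean replicate inhibition of at least 70% and a set share of replicates each scoring 70 or more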;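 note: 0% = median of neutral control wells and 100% = median of positive control wells; values of inactives mirror those of a sister screen read the other way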
Target sequence (Q61009 whole entry, looked up): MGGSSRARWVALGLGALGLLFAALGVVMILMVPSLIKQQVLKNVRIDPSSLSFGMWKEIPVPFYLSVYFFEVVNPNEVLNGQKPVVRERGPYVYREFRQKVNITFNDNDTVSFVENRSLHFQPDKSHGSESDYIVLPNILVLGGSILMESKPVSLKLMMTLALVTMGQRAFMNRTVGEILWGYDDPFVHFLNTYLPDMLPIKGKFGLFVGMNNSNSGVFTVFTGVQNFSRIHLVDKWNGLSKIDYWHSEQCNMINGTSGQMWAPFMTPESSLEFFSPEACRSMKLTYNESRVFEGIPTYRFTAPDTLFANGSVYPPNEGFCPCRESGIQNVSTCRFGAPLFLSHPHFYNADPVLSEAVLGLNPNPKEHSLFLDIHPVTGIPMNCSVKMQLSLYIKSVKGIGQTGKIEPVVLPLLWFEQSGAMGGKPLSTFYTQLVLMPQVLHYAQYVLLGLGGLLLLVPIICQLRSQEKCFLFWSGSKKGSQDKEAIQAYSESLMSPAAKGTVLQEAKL
NSD2 HMT inh – blocks human histone methyltransferase NSD2 | O96028 | NSD2 peptide methylation, AlphaScreen, 120 min | inhibition, % at 12.5 µM | 0.54% of 310,000 active; in the data active = inhibition above about 50%
dFosB activator – enhances mouse delta FosB homodimer DNA binding. purified delta FosB, TAMRA-CDK5 oligo fluorescence polarization; percent of positive-control signal above neutral wells. 0.99% of 340,000 active. AID 493131. P13346. activation, % at 25 µM;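 active = mean activation above about 17%, with every replicate also reaching it, limit read from the data, passing the limit was not always enough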;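 note: fluorescence polarization rise as delta FosB binds a TAMRA Cdk5 AP-1 oligo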
SR-BI uptake up – enhances SR-BI lipid uptake from DiI-HDL; CHO ldlA[mSR-BI] cells, DiI-HDL uptake fluorescence, 3 h; 100 = double the neutral-control signal; activation, % at 12.5 µM; 0.096% of 320,000 active; AID 504775;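 active = mean replicate activation of at least 60% and every replicate at or above 60%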;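 note: 0% = median plate neutral-control signal and 100% = twice that signal; values of inactives mirror those of a sister screen read the other way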
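system = CHO ldlA[mSR-BI] cells, LDL receptor-null, SR-BI overexpressing | medium = Ham's F12 with 0.5% BSA, HEPES 25 mM, pH 7.4 | probe or stimulus = DiI-HDL 10 µg/mL | compound dosing = single-point compound dose | incubation = compound exposure 3 h, 37 °C | technique = DiI fluorescence, bottom read | read-out = cell-associated DiI fluorescence as measure of HDL uptake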
Numbers without * were called inactive; / = not tested or not shown.

SMILES	Mot1-301 SUMO	PKA-R1A act	CDK5 p35 inh	MITF TRPM1 HTS	DSG3 Ab inh	PKA-R2B act	Arr AP2 block	SR-BI DiI inh	NSD2 HMT inh	dFosB activator	SR-BI uptake up
O=C(CN(Cc1ccccc1)S(=O)(=O)c1ccccc1)N/N=C/c1ccccc1C(=O)O	30	-5	-0.7	-8	99	3	27	-14	-6	3	14
Cc1sc(NC(=O)COc2ccccc2)c(C#N)c1-c1ccccc1	6	-2	-1.5	16	82	14	18	-2	-2	0	2
CCOC(=O)N1CCC(NC(=O)Cn2cc3c(n2)CCC(C)C3)CC1 (configuration not stated)	/	7	0.5	-6	100	-10	0	-22	-5	0	22
O=C1NN=C(c2ccc(Cl)cc2)CC1c1cccc(Cl)c1 (configuration not stated)	0	-4	-0.9	0	106	7	-8	11	1	-13	-11
COc1ccc(CC(=O)NC(=S)NNC(=O)COc2c(C)cccc2C)cc1	44	-1	0.2	-7	99	-3	2	-15	0	6	15
O=C(CSc1ccsc1[N+](=O)[O-])NCc1ccco1	-8	-11	1.5	-5	97	-14	1	-12	3	-10	12
CCN1c2ccccc2N(C)C1(C)c1ccccc1 (configuration not stated)	30	-10	0.7	-61	90	-11	75*	4	63*	-55	-4
O=C(CSc1nnc(Nc2ccccc2)s1)NC1CCS(=O)(=O)C1 (configuration not stated)	-16	9	1.5	0	87	8	-3	8	1	-4	-8
CN(C(=O)c1cccc(NC(=O)Cc2ccc(NC(=O)C3CCN(C(=O)C4CCCC4)CC3)cc2)c1)C1CCC1	/	-16	0.2	-3	100	-6	-3	33	/	-7	-33
CCOC(=O)C[C@H]1c2ccccc2S(=O)(=O)N1c1ccccc1	-9	-1	-1.1	7	102	4	7	-22	/	-4	22
COC(=O)c1cccc(C23CC4(C2)[C@H](CN(C)[C@@H]4c2ccccc2)C3c2ccccc2)c1 (some centres not stated)	-33	-2	-1.0	7	106	9	5	-12	/	8	12
Cc1cc(NC(=O)CCC(=O)N(Cc2ccco2)C(C(=O)NC2CCCCC2)c2cccs2)no1 (configuration not stated)	-14	-2	0.2	-2	/	-4	8	-1	3	-8	1
S=C(NCc1ccc(Cl)cc1)NCc1ccco1	2	1	0.5	1	108	-6	14	-8	-1	-2	8
CC(O/N=C\c1ccccc1O)C(=O)Nc1ccccc1C(=O)N1CCOCC1 (configuration not stated)	418	-10	-2.0	8	94	-8	7	-1	-3	-4	1
CC1CN(C(=O)c2ccc(COc3ccccc3Br)o2)CC(C)O1 (configuration not stated)	-2	4	2.4	-2	107	3	-4	14	1	-8	-14
Fc1cccc(Nc2nc3ccccc3n3cnnc23)c1	80	-3	1.1	-13	102	-11	11	16	-1	-11	-16
COc1ccc(S(=O)(=O)N2CCOCC2)cc1NC(=O)CSc1ccccc1	4	0	0.9	-3	113	5	-12	14	2	-8	-14
c1cc2c3c(cccc3c1)C(N1CCOCC1)=N2	11	/	0.7	/	98	/	-14	-9	3	15	9
COc1ccc(NC(=O)C2CCCN2S(=O)(=O)c2ccc(F)cc2)cc1 (configuration not stated)	-10	-6	3.1	-5	104	1	1	-29	/	5	29
CCc1ccc(NC(=O)C(C)OC(=O)/C=C/c2cccc([N+](=O)[O-])c2)cc1 (configuration not stated)	49	-4	0.7	-18	93	0	7	-28	0	-2	28
COc1ccc(CN2CCNC(=O)C2CC(=O)N2CCc3ccccc3C2)c(OC)c1 (configuration not stated)	243	3	0.9	8	100	16	-4	-23	-2	-1	23
O=C1NC(c2ccccc2)=NC1(NS(=O)(=O)c1ccc(Cl)cc1)C(F)(F)F (configuration not stated)	17	4	-0.9	7	99	-10	4	7	-3	-6	-7
CCNC(=O)/C(=C\C=C\c1ccccc1)NC(=O)c1ccc(Br)o1	-1	7	-1.2	6	/	-3	2	21	0	0	-21
CCC(Sc1nc2ncccc2[nH]1)C(=O)NC1CCCC1 (configuration not stated)	-9	-4	-0.1	-1	98	-12	-6	-1	/	-5	1
COc1cccc(CN(C)C(=S)Nc2ccc(C)c(C)c2)c1	8	-12	-0.6	-3	116	-7	27	-1	/	-7	1
COc1cc2cnc(-c3ccccc3F)cc2cc1OC	119	-12	-0.6	8	101	-7	6	38	/	-1	-38
CCCCCCCCCCS(=O)(=O)N/N=C/c1ccccc1OC	-17	0	-1.1	0	102	-6	25	-38	-3	-14	38
CC(C)N(Cc1ccc(F)cc1)C(=O)c1cc2ccccc2oc1=O	-8	2	0.8	/	113	4	27	5	-2	-1	-5
COC(=O)c1ccccc1NC(=O)c1ccccc1SC	-10	2	-0.1	4	104	-6	27	38	-2	-4	-38
Nc1ccc(C#Cc2ccc3sc4ccccc4c(=O)c3c2)cc1	-12	2	-0.5	66	100	-13	-12	7	/	0	-7
CCOC(=O)NC(NC(=S)Nc1ccc(OC)cc1)C(Cl)(Cl)Cl (configuration not stated)	-11	-4	-0.2	6	86	3	9	-13	-1	-6	13
Cc1cc(C)cc(NC(=O)CSc2nnc(CNC(=O)c3ccco3)n2C)c1	-11	2	1.8	-3	103	-2	-7	-7	0	-2	7
CCOc1cc2[nH]c(=O)n(CC3CCC(C(=O)NCCC(C)C)CC3)c(=O)c2cc1OCC (configuration not stated)	/	-8	-0.2	-3	94	-9	-19	/	1	-2	/
COc1cccc(N2C(=O)CC(N3CCc4ccccc43)C2=O)c1 (configuration not stated)	35	-7	-1.6	/	105	-8	0	2	-1	-4	-2
CCCCn1c(=O)[nH]c(=O)c2c1nc(-c1ccccn1)n2CC	-7	-4	1.4	-4	100	3	-4	-12	3	-9	12
Nc1nonc1C(=O)NCCNc1ccc([N+](=O)[O-])cn1	2	-5	1.0	3	115	-4	7	-16	-1	-1	16
COc1ccc([C@H]2C=C3CN(C(=O)OC(C)(C)C)S(=O)(=O)[C@H]3C[C@H]2OC(=O)c2ccc(C(F)(F)F)cc2)cc1	192	-10	1.5	0	105	-8	-2	-11	/	-13	11
O=c1cc(/C=C/c2c(F)cccc2Cl)[nH]c2ccccc12	20	6	-1.3	11	99	1	34	-3	-1	-3	3
CC(C)(C)c1ccc(C(=O)Nc2ccc(CN3CCS(=O)(=O)CC3)cc2)cc1	2	-8	-0.6	/	/	2	5	6	-1	-15	-6
COc1ccc(N(CC(=O)Nc2ccccc2SC)S(C)(=O)=O)cc1OC	478	-6	-0.2	/	101	-2	3	-11	-3	5	11
CCOc1ccccc1Nc1ccc(C(=O)O)cc1[N+](=O)[O-]	-20	-1	0.5	-8	114	1	36	3	6	6	-3
CCOC(=O)c1c(NC(=O)C(NCCN(C)C)c2ccccc2)sc2c1CCCC2 (configuration not stated)	26	-2	0.3	-75	/	-12	0	6	26	34*	-6
Cc1ccc(C(=O)NC(C)c2ccc3c(c2)OCO3)s1 (configuration not stated)	-8	3	-1.0	-4	106	-5	16	-21	2	-2	21
Cn1c(=O)c(=O)n(C)c2cc(N3CCCC3)c(NS(=O)(=O)c3ccc(Cl)cc3)cc21	6	-1	1.4	-15	99	7	0	-1	21	-2	1
CC(C)C(NC(=O)OCc1ccccc1)C(=O)NCC(=O)OC(C)(C)C (configuration not stated)	20	6	-1.3	-7	105	16	-10	-13	0	0	13
O=C1c2cc([N+](=O)[O-])cc3cc([N+](=O)[O-])cc(c23)C(=O)N1c1ccccn1	5	-1	6.5	-82	121	-3	16	-11	30	-13	11
CCNC(=S)NC1CC2CCCC(C1)N2Cc1ccco1 (configuration not stated)	17	-5	2.3	10	105	5	-1	-2	0	1	2

Structural class, those above containing an aryl methoxy group
SMILES	Mot1-301 SUMO	PKA-R1A act	CDK5 p35 inh	MITF TRPM1 HTS	DSG3 Ab inh	PKA-R2B act	Arr AP2 block	SR-BI DiI inh	NSD2 HMT inh	dFosB activator	SR-BI uptake up
COc1ccc(CC(=O)NC(=S)NNC(=O)COc2c(C)cccc2C)cc1	44	-1	0.2	-7	99	-3	2	-15	0	6	15
COc1ccc(S(=O)(=O)N2CCOCC2)cc1NC(=O)CSc1ccccc1	4	0	0.9	-3	113	5	-12	14	2	-8	-14
COc1ccc(NC(=O)C2CCCN2S(=O)(=O)c2ccc(F)cc2)cc1 (configuration not stated)	-10	-6	3.1	-5	104	1	1	-29	/	5	29
COc1ccc(CN2CCNC(=O)C2CC(=O)N2CCc3ccccc3C2)c(OC)c1 (configuration not stated)	243	3	0.9	8	100	16	-4	-23	-2	-1	23
COc1cccc(CN(C)C(=S)Nc2ccc(C)c(C)c2)c1	8	-12	-0.6	-3	116	-7	27	-1	/	-7	1
COc1cc2cnc(-c3ccccc3F)cc2cc1OC	119	-12	-0.6	8	101	-7	6	38	/	-1	-38
CCCCCCCCCCS(=O)(=O)N/N=C/c1ccccc1OC	-17	0	-1.1	0	102	-6	25	-38	-3	-14	38
CCOC(=O)NC(NC(=S)Nc1ccc(OC)cc1)C(Cl)(Cl)Cl (configuration not stated)	-11	-4	-0.2	6	86	3	9	-13	-1	-6	13
COc1cccc(N2C(=O)CC(N3CCc4ccccc43)C2=O)c1 (configuration not stated)	35	-7	-1.6	/	105	-8	0	2	-1	-4	-2
COc1ccc([C@H]2C=C3CN(C(=O)OC(C)(C)C)S(=O)(=O)[C@H]3C[C@H]2OC(=O)c2ccc(C(F)(F)F)cc2)cc1	192	-10	1.5	0	105	-8	-2	-11	/	-13	11
COc1ccc(N(CC(=O)Nc2ccccc2SC)S(C)(=O)=O)cc1OC	478	-6	-0.2	/	101	-2	3	-11	-3	5	11
